Compound activity: PubChem, National Center for Advancing Translational Sciences (NCATS)
D1 agonist = activates the human D1 dopamine receptor. P21728. activation, % at 2 µM. HEK293 T-REx D1 cells, calcium flux, agonist mode. hit rate 1% among 360,000; in the data active means activation above about 30%; further: 0% is about no effect
Target sequence (P21728 whole entry, looked up): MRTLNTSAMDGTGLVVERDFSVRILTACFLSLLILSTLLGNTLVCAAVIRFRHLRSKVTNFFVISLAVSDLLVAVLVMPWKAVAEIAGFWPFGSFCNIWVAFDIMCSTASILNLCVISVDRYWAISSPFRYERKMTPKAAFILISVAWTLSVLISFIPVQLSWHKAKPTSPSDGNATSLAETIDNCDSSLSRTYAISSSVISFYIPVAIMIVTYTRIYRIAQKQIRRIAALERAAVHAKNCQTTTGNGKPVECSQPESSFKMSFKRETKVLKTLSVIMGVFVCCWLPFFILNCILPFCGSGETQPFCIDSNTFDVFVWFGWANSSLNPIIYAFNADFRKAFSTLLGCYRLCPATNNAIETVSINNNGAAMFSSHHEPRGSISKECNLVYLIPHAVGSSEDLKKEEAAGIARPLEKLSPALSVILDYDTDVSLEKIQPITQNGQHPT
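Inducible HEK293 T-REx D1 cells, force-coupled to calcium signalling, were plated at 4000 cells/well with tetracycline and held overnight at 30 C. After no-wash calcium dye loading, compound-evoked calcium rise over 180 s flagged agonists.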
RXFP1 ag = agonists of human relaxin receptor RXFP1 | Potency, µM (top dose mostly 57.5 µM), for the others: top-dose activation, usual class: activators | HEK293T-RXFP1 cAMP TR-FRET, 30 min; response scale: percent of porcine relaxin response, buffer zero | hit rate 0.3% among 370,000 | Q9HBX9 | AID 2676; further: potency means the concentration at half of the fitted maximal effect; on the % scale 0 is the no-effect control and ±100 the full control effect; nearly all actives have a fitted effect of over 60% in size; many of its hits are not listed in these tables
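HEK293 cells stably expressing RXFP1, treated 30 min at 37C with compounds plus PDE4 inhibitor Ro 20174; cAMP measured by HTRF TR-FRET. Normalized to buffer and 29 nM porcine relaxin; EC50 by Hill fit.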
Glioma ERSR ind = induces the endoplasmic reticulum stress response in human glioma cells; U87-MG GRP78 promoter luciferase reporter, 16 h; Potency, µM, for inactives: top-dose activation, hits mostly activators; hit rate 0.02% among 420,000; AID 602332; further: potency means the concentration at half of the fitted maximal effect; series mostly up to about 76 µM; % of control where 0% means no effect; nearly all actives have a fitted effect of over 35% in size
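Stably transfected U87-MG human glioma cells carrying a GRP78-based luminescent sensor were seeded at 1000 cells/well, pin-dosed with compounds and incubated 16 h. Luciferase reagent was then added, and end-point luminescence was read after 10 min at room temperature.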
D1 potentiator = potentiators of human D1 dopamine receptor; P21728; HEK293 TREx D1 cells, calcium flux, dopamine EC20 potentiation; potentiation, % at 10 µM; hit rate 0.036% among 360,000; AID 504651; in the data active means potentiation above about 30%; further: 0% is about no effect
Vif-APOBEC3G blk = Vif-A3G binding inhibition; hit rate 0.076% among 410,000; Potency, µM (titrated, usually from 46.1 µM), for inactives: top-dose activity, negative = active, usual class: inhibitors; AID 602310; HeLa A3G-eYFP + Vif (tagged APOBEC3G with the HIV-1 protein that degrades it), YFP fluorescence, overnight; Q9HC16;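 further: potency means the concentration at half of the fitted maximal effect; on the % scale 0 is the no-effect control and ±100 the full control effect; nearly all actives have a fitted effect of over 60% in size; hits raise eYFP signal because A3G escapes Vif-driven loss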
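Read-out is eYFP fluorescence (Ex 488/Em 500-530) from Vif-expressing HeLa A3G-eYFP cells; more signal means A3G escaped Vif-mediated degradation. Cells plated overnight, compound pinned in, incubated overnight at 37 deg C.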
D1 antag = blocks dopamine activation of the human D1 receptor | HEK293 TREx D1 cells, calcium flux, dopamine EC80; stronger effect = lower value | P21728 | activity change, negative = inhibition, % at 10 µM | hit rate 3.2% among 360,000; in the data active means activity change below about -30%; further: on the % scale 0 is the no-effect control and ±100 the full control effect
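Inducible Hek293 Trex D1 cells (tetracycline, overnight, 30 C). Calcium dye 30–90 min RT. Antagonist mode: EC80 dopamine added after 180 s compound read.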
Vif-APOBEC3F blk = blocks the Vif interaction with APOBEC3F | HeLa A3F-eYFP + Vif (tagged APOBEC3F with the HIV-1 protein that degrades it), YFP fluorescence increase | Potency, µM (highest dose often 46.1 µM), without a hit: at the highest dose activity, negative = active | hit rate 0.2% among 390,000; further: potency means the concentration at half of the fitted maximal effect; % of control where 0% means no effect; nearly all actives have a fitted effect of over 65% in size
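Fluorescence increase (Ex 488/Em 500-530) after overnight compound treatment at 37 deg C flags inhibition of Vif-driven A3F-eYFP loss in stable HeLa A3F-eYFP/Vif cells seeded overnight beforehand.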
D2 PAM = positively modulates the human D2 dopamine receptor allosterically; HEK293 T-REx D2, calcium flux, EC20 dopamine potentiation; potentiation, % at 10 µM; hit rate 0.34% among 340,000;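 active means potentiation over 3 SD above the plate norm, cut at about 30% in these data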; further: 0% is about no effect
Target sequence (P14416 whole entry, looked up): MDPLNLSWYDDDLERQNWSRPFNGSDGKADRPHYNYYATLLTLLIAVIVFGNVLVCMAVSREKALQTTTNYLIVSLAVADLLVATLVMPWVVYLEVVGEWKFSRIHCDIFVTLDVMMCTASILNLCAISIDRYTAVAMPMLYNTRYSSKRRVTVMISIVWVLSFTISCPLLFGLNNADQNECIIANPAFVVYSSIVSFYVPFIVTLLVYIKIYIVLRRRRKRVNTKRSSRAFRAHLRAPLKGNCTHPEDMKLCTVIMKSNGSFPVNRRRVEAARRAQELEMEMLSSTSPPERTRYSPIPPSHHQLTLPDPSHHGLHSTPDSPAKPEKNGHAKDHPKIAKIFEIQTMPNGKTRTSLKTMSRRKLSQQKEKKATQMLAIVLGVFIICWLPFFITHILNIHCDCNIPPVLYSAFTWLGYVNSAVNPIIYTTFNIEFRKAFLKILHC
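Using a no-wash calcium dye in inducible, force-coupled HEK293 Trex cells expressing D2, we tracked fluorescence each second for 180 s after compound, then for 180 s after EC20 dopamine to detect augmented signalling.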
LDHA block = inhibitors of human lactate dehydrogenase A; P00338; purified LDHA, NADH/diaphorase-resazurin fluorescence; stronger effect = lower value; activity change, % (values are at about 110 or 230 µM); hit rate 0.15% among 480,000; AID 1347041; in the data active means activity change below about -30%; inconclusive means mostly about -25% to -30%;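 further: plate controls were DMSO wells for no effect and wells without enzyme for full effect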
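Human LDH5 (2 nM) was incubated with 0.06 mM NADH and 0.2 mM pyruvate for 5 min at room temperature in Tris pH 7.4. Remaining NADH was coupled through diaphorase/resazurin, and resorufin fluorescence was read at 0 and 20 min.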
Starred values were filed as active, the others as inactive; ? = inconclusive; . = not tested or not shown; & = joins results of further samples. Unless noted, the call rests on the fitted dose curve; in most records, active means well fitted curve in the direction sought with a large enough effect; inconclusive means small, poorly fitted or top-dose-only effect, or another doubt; inactive means no such curve, though single readings can be large; an effect the other way counts as inactive or inconclusive. These rows are one share of the data. The share of hits here may be higher or lower than overall.

Screens in order: RXFP1 ag, D2 PAM, Glioma ERSR ind, LDHA block, D1 agonist, D1 antag, Vif-APOBEC3F blk, Vif-APOBEC3G blk, D1 potentiator
Cc1csc2nc(COC(=O)c3cccc(NC(=O)c4cccc(Cl)c4)c3)cc(=O)n12
 : ?, -1, -2%, -3, -1, -15, -1%, 5%, 1
O=C(Nc1ccccc1Cl)NC1CCCCCCC1
 : 0.3%, -4, -1%, 1, 0, -1, -4%, 0%, -11
Cc1ccc(CC2C(=O)N(c3cc(C)ccc3C)C(=O)C2C)cc1 (stereo not given)
 : -0.1%, 15, -6%, -1, 6, -2, 2%, 2%, -6
CC(=O)Nc1nonc1-n1nnc(C(=O)NCc2ccccc2)c1C
 : -0.8%, 3, -3%, -7, 5, 0, -7%, -7%, -6
Cc1c(C(=O)N2CCN(c3ccc(F)cc3)CC2)sc2nc(-c3ccccc3)cn12
 : 0.1%, -7, -1%, -4, 6, -3, -4%, 2%, -6
COc1ccc(CN2C(=O)C(CC(=O)NCC3CCCCC3)CC(C(=O)N3CCOCC3)=C2C)cc1 (stereo not given)
 : ., ., -4%, 0, ., ., 1%, -5%, .
CCCOC(=O)Nc1sc2c(c1C(=O)OCC)CCC2
 : -1.3%, -4, -2%, 1, 3, 21, -6%, -1%, 1
Cc1ccc(NC(=O)CSc2nc(N)cc(=O)[nH]2)cc1S(=O)(=O)N1CCCCCC1
 : ., ., 0%, -4, ., ., 3%, 2%, .
CC1(C)CC(N2CCCC2)=CC(=[N+]2CCCCC2)C1
 : 0.0%, -1, -2%, 0, 2, 7, 6%, 9%, -8
O=C(c1cc(COc2cccc(C(F)(F)F)c2)on1)N1C[C@@H]2CCC[C@H]1C2
 : 1.4%, ., 4%, 5, 3, 0, 0%, -5%, 3
CC(NC(N)=O)C(=O)Nc1ccc(Cl)c(S(=O)(=O)Nc2ccc(Br)cc2)c1 (stereo not given)
 : -0.7%, -1, -3%, -3, 0, -15, -1%, 3%, -13
COc1ccc(NC(=O)c2ccco2)cc1S(=O)(=O)N1CCOCC1
 : 1.6%, 0, -2%, -3, 0, 12, -6%, 0%, -4
Oc1c(Br)cc(Br)cc1/C=N/n1c(-c2ccccc2)n[nH]c1=S
 : 11%, ., -3%, -8, 2, -6, -3%, 1%, -13
O=C(c1ccc(Cl)nc1)N1CCC(Cc2ccccc2)CC1
 : -0.4%, -2, -3%, -2, 12, -4, 14%, 6%, -2
CCN1C(=O)/C(=C\c2ccco2)C(C(=O)OC)=C1C
 : 1.8%, ., -3%, 5, 0, 16, 7%, -1%, -7
O=C(NCCCCCCNC(=O)OC1CCS(=O)(=O)C1)OC1CCS(=O)(=O)C1 (stereo not given)
 : 0.5%, -1, -3%, -3, 5, 7, -2%, 1%, -5
Cc1ccc(N2C(=O)CC(Sc3ncccc3C(=O)O)C2=O)cc1 (stereo not given)
 : 0.8%, -1, -3%, -4, 0, ., 11%, 0%, -5
C=CCc1cccc2cc(C(=O)O)c(=O)oc12
 : 1.1%, -1, -4%, -7, 3, -5, 8%, 3%, -1
CCOC(=O)CNC(=O)c1ccc(C#CC2(O)CCCCC2)cc1
 : -1.0%, 0, 0%, -5, 6, -2, -2%, 1%, 3
O=C(N/N=C/c1cc(Cl)ccc1O)c1ccncc1
 : 0.4%, -5, 2%, 2, 14, -6, 2%, 2%, -9

Of the compounds above, 2 have an aryl methoxy group.
Screens in order: RXFP1 ag, D2 PAM, Glioma ERSR ind, LDHA block, D1 agonist, D1 antag, Vif-APOBEC3F blk, Vif-APOBEC3G blk, D1 potentiator
COc1ccc(CN2C(=O)C(CC(=O)NCC3CCCCC3)CC(C(=O)N3CCOCC3)=C2C)cc1 (stereo not given)
 : ., ., -4%, 0, ., ., 1%, -5%, .
COc1ccc(NC(=O)c2ccco2)cc1S(=O)(=O)N1CCOCC1
 : 1.6%, 0, -2%, -3, 0, 12, -6%, 0%, -4

The listing continues.
Screens in order: RXFP1 ag, D2 PAM, Glioma ERSR ind, LDHA block, D1 agonist, D1 antag, Vif-APOBEC3F blk, Vif-APOBEC3G blk, D1 potentiator
CCn1c(=N)n(CC(O)c2cccs2)c2ccccc21 (stereo not given)
 : 3.0%, 15, 0%, -7, 3, 0, 3%, -6%, -4
CC(C)Oc1ccc(C(=O)Nc2ccccc2N2CCOCC2)cc1
 : 0.7%, 9, -5%, -5, 0, -7, 0%, 1%, -2
CC(C)Oc1ccc(Br)cc1C(=O)N/N=C/c1c[nH]c2ccccc12
 : -2.6%, -4, -4%, 2, 2, -3, ?, ?, 2
Cc1ccn2c(CNCCn3nc(C)cc3C)c(C(=O)N3CCCCCC3)nc2c1
 : -1.9%, -4, -3%, 1, 1, -8, 0%, 0%, -7
O=c1c2ccccc2nnn1CSc1nnnn1-c1ccccc1
 : 2.7%, -7, 8%, -12, 13, 7, -2%, -3%, 0
COc1ccccc1-c1nc2cc3ccccc3cc2nc1-c1ccccc1OC
 : 2.5%, -3, -6%, 4, 5, -2, 5%, 1%, -8
Oc1c(C(c2ccc(Cl)cc2Cl)N2CCN(Cc3ccccc3)CC2)sc2nc(-c3ccco3)nn12 (stereo not given)
 : 1.2%, -2, -2%, 8, -4, ., 1%, -14%, -1
CCC(CO)Oc1cc(NC(=O)Cc2ccccc2)c2ncn(C(C)C)c2c1 (stereo not given)
 : ., ., 20%, 4, ., ., 0%, 2%, .
CC(=O)c1cc(CN2CCC(C(=O)Nc3ccc(-n4nc(C)cc4C)cc3)CC2)cs1
 : ., ., 0%, 1, ., ., -3%, -2%, .
Cc1cc(=O)[nH]c(N/N=C/c2cc(C)n(CC(F)(F)F)c2C)n1
 : -4.3%, -6, 4%, 1, 0, -18, -4%, 2%, -8
COC(=O)c1ccccc1Oc1nc(Cl)cc(OC)n1
 : -0.6%, 6, -5%, 2, 1, -18, -1%, 2%, -2
Cc1csc(NC(=O)c2cccc(C)c2C)n1
 : -0.3%, -3, 4%, -7, 1, 11, 4%, -9%, -2
CN(Cc1ccccc1)c1ccc(C(CC(N)=O)NC(=O)c2ccccc2)cc1[N+](=O)[O-] (stereo not given)
 : -1.7%, 7, -6%, 1, 2, 2, 2%, 0%, -2
O=C1CSC(c2ccccc2)N1c1ccc([N+](=O)[O-])cc1 (stereo not given)
 : 0.3%, 10, -3%, -1, 4, -4, 1%, -6%, -3
CCC(=O)N1CCc2cc(S(=O)(=O)NC(Cc3ccccc3)C(=O)NCc3ccc(F)cc3)ccc21 (stereo not given)
 : -0.9%, -2, -3%, -10, -1, -12, -10%, 0%, 0
Cc1nn(-c2ccccc2)c(N2CCCC2)c1/C=N/NC(=O)c1cc(-c2cccnc2)nc2ccccc12
 : -1.2%, 10, -1%, -2, 1, -8, -2%, -11%, -3
Cc1c(C)c2ccc(OCC(=O)N3CCC[C@@H]3C(=O)O)c(C)c2oc1=O
 : -0.3%, 0, 0%, -6, 5, 3, 0%, 1%, -5
CC(C)C(C(=O)O)N1C(=O)/C(=C/c2cccn2C)SC1=S (stereo not given)
 : -2.2%, 9, 0%, -3, 2, -7, -13%, 0%, 0
CC1(C)CC(=O)C2=C(C1)Nc1ccccc1N(C(=O)C1CC1)C2c1ccco1 (stereo not given)
 : -0.5%, -10, -3%, -4, 2, 4, -10%, 2%, 2
CNc1cc(=O)n(C)c(=O)n1-c1ccccc1
 : ., ., -2%, -14, ., ., -5%, -1%, .
Cc1cc(Br)c(OCc2ccc(C(=O)N/N=C3\CC(=O)CC(C)(C)C3)cc2)c(Br)c1
 : -0.6%, 5, -4%, -7, 1, 14, -29%, -15%, -2
COc1ccccc1CN1CC(C(=O)N(C)Cc2nc(C)cs2)CCC1=O (stereo not given)
 : 6.0%, -5, 8%, 0, 0, 8, 0%, 0%, 5
COc1ccc(OCC(=O)Nc2cc(S(=O)(=O)N3CCCCC3)ccc2OC)cc1
 : 1.3%, -13, -6%, -2, 4, -9, -14%, 0%, 0
C[C@H]1CN(CCc2ccccc2)C(=O)[C@@H]1CC(=O)NCc1ccccc1
 : -0.8%, -7, 3%&4%, 0, -1, -3, 1%, 0%&1%, 5
CC1CC(=S)Nc2ccccc2S1 (stereo not given)
 : -0.2%, -7, -4%, -8, -1, 14, -5%, -9%, -2
Cc1ccc(N2CC(C(=O)NC3CC3)CC2=O)cc1 (stereo not given)
 : 2.0%, 9, -3%, -12, 1, 6, 0%, -4%, -6
Cc1cc(NC(=O)CCN2CCN(C)CC2)ccc1Br
 : -0.9%, 2, -5%, -7, 4, 6, -4%, -1%, -9
CC(C)c1nn2c(=O)cc(COC(=O)c3ccc(NC(=O)c4ccccc4Cl)cc3)nc2s1
 : 5.9%, -2, -4%, 7, 9, -4, 13%, 0%, -1
COc1ccc(C(=O)NNC(=O)CSc2ccccc2)cc1
 : 0.4%, 1, 0%, -1, 1, 1, 5%, 2%, 14
Cc1ccc(S(=O)(=O)N2CCN(C(=O)CN3CCN(c4ccc(O)cc4)CC3)CC2)cc1
 : ., ., -1%, 12, ., ., 2%, 1%, .
CCn1nnc2cc(C(=O)N(CCOC)CC(=O)Nc3cccc(C)c3C)ccc21
 : 2.7%, -7, -7%, -5, 3, -14, -4%, 0%, 3
Cc1cc(C)c(NC(=O)CN2C(=O)NC3(CCOc4ccccc43)C2=O)c(C)c1 (stereo not given)
 : 0.0%, 1, -1%, -1, 1, 12, 0%, -11%, -5
O=C(COC(=O)/C=C/c1cccc(C(F)(F)F)c1)NC(=O)NC1CCCC1
 : 0.0%, 5, -4%, 0, 6, 2, -23%, -1%, -1
